APEX1 inh: APE1 (human) endonuclease inhibition; 350,000 compounds, 0.35% hits; P27695; AID 2517; Potency, µM (highest dose often 65.8 µM), inactives show top-dose activity change, negative = inhibition, usual class: inhibitors; recombinant APE1, TAMRA/BHQ-2 abasic DNA cleavage fluorescence;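 further: potency means the concentration at half of the fitted maximal effect; plate controls were vehicle for no effect and reference inhibitor for full effect; nearly all actives have a fitted effect of over 55% in size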
Target sequence (P27695 whole entry, looked up): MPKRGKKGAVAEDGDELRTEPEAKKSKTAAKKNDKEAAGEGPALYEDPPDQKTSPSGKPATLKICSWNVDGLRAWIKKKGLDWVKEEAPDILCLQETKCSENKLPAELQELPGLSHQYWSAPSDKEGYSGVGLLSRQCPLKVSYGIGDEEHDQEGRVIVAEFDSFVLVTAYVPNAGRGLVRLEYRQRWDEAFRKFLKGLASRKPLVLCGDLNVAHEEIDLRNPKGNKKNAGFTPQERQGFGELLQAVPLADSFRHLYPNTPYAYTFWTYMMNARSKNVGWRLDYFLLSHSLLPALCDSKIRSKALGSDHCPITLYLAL
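Compound pre-exposure to 0.75 nM APE1, 15 min at ambient temperature. Reaction initiated with 50 nM TAMRA/BHQ-2 THF substrate, read immediately in kinetic mode, 525 nm excitation, 598 nm emission.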
Pol beta inh: blocks human DNA polymerase beta activity; 340,000 compounds, 1.3% hits; Potency, µM (doses to about 114 µM), for inactives: at the top dose activity change, negative = inhibition, hits mostly inhibitors; P06746; Pol beta primer extension/strand displacement, fluorescence kinetic; further: potency means the concentration at half of the fitted maximal effect; on the % scale 0 is the no-effect control and ±100 the full control effect
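Enzyme-only controls used 10 nM Pol beta; buffer lacking enzyme served as negative control. Compound preincubated 15 min, then 50 nM substrate added; 0 and 10 min reads at room temperature.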
POLH inh: inhibitors of human DNA polymerase eta. recombinant Pol eta, fluorescent DNA replication assay. 390,000 compounds, 1.2% hits. Potency, µM (doses to about 114 µM), for inactives: at the top dose activity change, negative = inhibition, usual class: inhibitors. Q9Y253. AID 588591; further: potency means the concentration at half of the fitted maximal effect; on the % scale 0 is the no-effect control and ±100 the full control effect
Target sequence (Q9Y253 whole entry, looked up): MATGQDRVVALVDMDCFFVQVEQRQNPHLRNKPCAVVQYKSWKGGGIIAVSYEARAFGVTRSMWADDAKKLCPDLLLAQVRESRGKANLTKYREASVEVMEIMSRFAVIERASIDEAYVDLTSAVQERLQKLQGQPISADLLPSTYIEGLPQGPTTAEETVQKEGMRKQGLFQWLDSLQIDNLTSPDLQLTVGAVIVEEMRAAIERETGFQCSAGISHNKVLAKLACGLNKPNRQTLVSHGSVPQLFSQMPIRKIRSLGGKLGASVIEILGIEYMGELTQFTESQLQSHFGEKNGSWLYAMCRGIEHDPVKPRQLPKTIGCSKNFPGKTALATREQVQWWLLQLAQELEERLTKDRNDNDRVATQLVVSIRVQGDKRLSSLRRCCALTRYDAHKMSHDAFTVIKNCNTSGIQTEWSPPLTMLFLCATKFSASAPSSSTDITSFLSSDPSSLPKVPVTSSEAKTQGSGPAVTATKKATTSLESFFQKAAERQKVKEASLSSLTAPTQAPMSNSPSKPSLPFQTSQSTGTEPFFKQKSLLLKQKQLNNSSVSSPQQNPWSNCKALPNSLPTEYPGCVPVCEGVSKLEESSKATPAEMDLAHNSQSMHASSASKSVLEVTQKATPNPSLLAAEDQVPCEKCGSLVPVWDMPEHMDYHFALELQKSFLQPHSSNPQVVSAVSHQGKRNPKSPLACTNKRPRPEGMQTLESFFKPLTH
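Fluorescent replication assay: 50 nM final substrate added after a 15 min room-temperature compound preincubation with 10 nM enzyme. Signal taken at 0 min and again at 10 min.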
12-LOX inh: blocks human arachidonate 12S-lipoxygenase; P18054; purified 12hLO, xylenol orange hydroperoxide absorbance; Potency, µM (titrated, usually from 108 µM), without a hit: at the top dose activity change, negative = inhibition, most hits filed as inhibitors; 580,000 compounds, 1.1% hits; AID 1671190; further: potency means the concentration at half of the fitted maximal effect; on the % scale 0 is the no-effect control and ±100 the full control effect
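Purified human 12hLO at 150 nM in 25 mM Hepes, 0.01% Triton X-100, pH 7.0, preincubated 15 min at room temperature with compound. Reaction started with 40 uM arachidonic acid, 30 min at room temperature. Hydroperoxide measured by Fe-xylenol orange, 573/405 nm absorbance ratio.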
LDHA block: LDHA (human) enzyme inhibition | P00338 | purified LDHA, NADH/diaphorase-resazurin fluorescence; active compounds read low | activity change, % (values are at about 110 or 230 µM) | 480,000 compounds, 0.15% hits; in the data active means activity change below about -30%; inconclusive means mostly about -25% to -30%;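 further: plate controls were DMSO wells for no effect and wells without enzyme for full effect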
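Resorufin fluorescence (ex540/em590), read at 0 and 20 min after diaphorase/resazurin addition, reports the NADH left after a 5 min room-temperature reaction of 2 nM human LDH5 with 0.06 mM NADH and 0.2 mM pyruvate.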
Pol kappa inh: DNA polymerase kappa (human) inhibition. AID 588579. Q9UBT6. 400,000 compounds, 0.53% hits. purified Pol kappa, fluorescent DNA synthesis assay, 10 min. Potency, µM (doses to about 107 µM), without a hit: top-dose activity, negative = inhibition, hits mostly inhibitors; further: potency means the concentration at half of the fitted maximal effect; on the % scale 0 is the no-effect control and ±100 the full control effect
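Kinetic fluorescence screen: compound preincubated 15 min RT with 10 nM enzyme; 50 nM substrate (final) initiates; reads at 0/10 min.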
ERG Ets-DNA blk: inhibitors of human ERG Ets domain-DNA interaction. fluorescence polarization, His-ERG Ets domain / labelled DNA. Potency, µM (series often up to 76.9 µM), for inactives: at the top dose FP activity, negative = inhibition, usual class: inhibitors. AID 624246. 370,000 compounds, 0.028% hits. P11308; active means well fitted inhibition curve with a large enough effect in the polarisation, with a control signal flat; inconclusive means small, poorly fitted or top-dose-only effect, or effect the other way, or a change in a side signal; inactive means no such curve, though single readings can be large or run the other way; the % refers to the polarisation;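 further: polarization taken with two DNA probes labelled with fluorescein and Texas red; potency means the concentration at half of the fitted maximal effect; % of control where 0% means no effect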
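His-tagged ERG Ets domain (1 uM in the protein solution; 300mM KCl, 50mM Tris-HCl, 1mM EDTA, 1mM DTT, pH 7.5) received compound, then a probe mix of 5 nM fluorescein-DNA and 100nM Texas-615-DNA. Fluorescence polarization was read for both dyes.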
RGS4 inh: inhibitors of human regulator of G protein signaling 4 | AID 504845 | 390,000 compounds, 0.039% hits | P49798 | Transcreener GDP fluorescence polarization, RGS4-accelerated GTP hydrolysis | Potency, µM (highest dose often 114 µM), without a hit: at the top dose activity change, negative = inhibition, most hits filed as inhibitors; further: potency means the concentration at half of the fitted maximal effect; on the % scale 0 is the no-effect control and ±100 the full control effect; nearly all actives have a fitted effect of over 75% in size; some results filed as inactive show a strong effect at the top dose
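MLSMR compounds (23 nl, pin-transferred) preincubated 10 min at room temperature with a 500nM (2x) first reagent, then RGS4 at 900nM (2x) plus Transcreener GDP mix added; fluorescence polarization (620/688 nm) read before and after 90 min at 30 °C.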
Anesthetic bind: candidate novel general anesthetic via apoferritin binding; P02791; apoferritin/1-aminoanthracene competitive binding, fluorescence; Potency, µM (highest dose often 77.5 µM), inactives show at the top dose activity change, negative = displacement, actives largely listed as inhibitors; 350,000 compounds, 0.074% hits; AID 485281; further: potency means the concentration at half of the fitted maximal effect; on the % scale 0 is the no-effect control and ±100 the full control effect; nearly all actives have a fitted effect of over 20% in size
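Probe: 1-aminoanthracene (50% saturated, PBS). Protein: horse-spleen apoferritin, 10 uM. Incubation: 10 min, room temperature. Detection: 380 nm excitation, 535 nm emission. Analysis: normalized response, four-parameter Hill.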
The depositor's hits bear a star; i = inactive; ? = inconclusive; · = not tested or not shown; & = joins results of further samples; [ ] = dose if it differs, or a comment. Unless noted, the call rests on the fitted dose curve; in most records, active means well fitted curve in the direction sought with a large enough effect; inconclusive means small, poorly fitted or top-dose-only effect, or another doubt; inactive means no such curve, though single readings can be large; an effect the other way counts as inactive or inconclusive. An excerpt; count on the stated rates, not on these rows.

SMILES | APEX1 inh | Pol beta inh | POLH inh | 12-LOX inh | LDHA block | Pol kappa inh | ERG Ets-DNA blk | RGS4 inh | Anesthetic bind
CCCCc1cc(=O)oc2cc(OC(C)C(=O)NCC3CCC(C(=O)O)CC3)c(Cl)cc12 (centres undefined) | -1% | 11% | -8% | 16% | 5 | 19% | 10% | -15% | -12%
CCc1ccccc1NC(=S)N(Cc1ccc(OC)cc1)CC1CCC(C(=O)O)CC1 (centres undefined) | 30% | 11% | -13% | -1% | -6 | 2% | 9% | 3% | -6%
CCCOC(=O)Nc1c(C)cccc1C(C)C | 6% | -1% | -1% | -8% | 0 | -8% | 10% | 12% | -12%
O=C(Nc1onc2c1CCCC2)c1ccc(Cl)cc1 | · | 16% | -13% | ? | 8&-7 | 0% | 0% | 10% | -13%
Cc1[nH]n(-c2nc(-c3ccccc3F)cc(=O)[nH]2)c(=O)c1CCO | 0% | -1% | -4% | 12% | 3 | -7% | 18% | 20% | -8%
O=C(C1CCCN(S(=O)(=O)c2cccc3nsnc23)C1)N1CCc2ccccc2C1 (centres undefined) | 15% | 25% | -11% | -19% | 1 | -6% | 14% | -17% | -21%
COc1cc(SC)ccc1C(=O)NCc1ccccc1 | 5% | 6% | -10% | -22% | -4 | -16% | -5% | -11% | 1%
COc1ccc(CNC(=O)c2cc(-n3cnnc3)ccc2Cl)cc1 | 2% | -18% | -6% | 0% | -5 | -1% | 8% | -18% | 3%
CCOC(=O)c1oc2ccc(CNC3CCCCC3)c(Cl)c2c1C | -1% | -17% | -3% | ? | -12 | -14% | · | 26% | 1%
Cc1ccc(S(=O)(=O)N(C)C)cc1NC(=O)COC(=O)/C=C/c1ccc2c(c1)OCO2 | 13% | 31%[activator] | -4% | -2% | -9 | -2% | 3% | -15% | -9%
CC(C)(C)SCCNC(=O)c1ccc(NS(C)(=O)=O)cc1 | 3% | -15% | -1% | 21% | -2 | -11% | · | 8% | 6%
COc1ccc(-c2cc(-c3n[nH]c(=S)n3-c3cccc4ccccc34)[nH]n2)cc1 | 0% | -27% | -15% | ? | -6 | -18% | -2% | -35% | -18%
Cc1ccccc1C(=O)Oc1ccc2ccc(O)cc2c1 | 36% | -2% | -8% | 3% | 7 | 4% | 1% | 9% | ?
COC(=O)c1ccccc1NC(=O)CS(=O)(=O)Cc1nc(-c2ccc(C)cc2)oc1C | -3% | -14% | -17% | -28% | -3 | -2% | 3% | -5% | -7%
Cc1ccc(NC(=O)C2CC(=O)N(CCc3ccccc3)C2)cc1Cl (centres undefined) | -8% | · | -16% | -3% | 2 | -2% | -3% | 10% | ·
Cc1ccc(/C=C/C2=NN(Cc3ccccc3)C(=O)CC2)cc1 | 0% | -1% | -23% | 287%[activator] | -4 | -17% | 8% | 15% | -18%
Cc1ccc(NC(=S)NC2CCSc3ccccc32)cc1C (centres undefined) | -12% | 0% | 2% | 45µM* | -2 | -13% | 3% | 9% | -3%
CN1/C(=C\C=N\NC(=O)c2cccnc2)C(C)(C)c2ccccc21 | 2% | 0% | -11% | -3% | -4 | -19% | 5% | -5% | -18%
Cc1ccc(NC(=O)c2ccc3c(c2)C(=O)N(c2cc(C)ccc2C)C3=O)nc1 | 20% | 30% | -14% | 398%[activator] | 0 | 18% | -7% | 2% | -12%
CSc1nnc(-c2nnc(SC)n2-c2ccccc2)n1-c1ccccc1 | -1% | -15% | -19% | 0% | -3 | -4% | -3% | -38% | 5%
Cc1ccc(C)c(S(=O)(=O)NCCCn2ccnc2)c1 | -6% | 12% | ? | -2% | -6 | -3% | 4% | -15% | -6%
CNS(=O)(=O)c1cccc(C(=O)OCC(=O)Nc2ccc3ccccc3c2)c1 | ? | · | -8% | -8% | -9 | -27% | 18% | 8% | ·
CC(=O)c1cccc(NC(=O)Nc2cnn(Cc3ccc(Cl)cc3Cl)c2)c1 | 21% | 21% | -11% | 0% | -6 | 2% | 25% | -26% | ?
NCCCCN=C(N)N | -2%&2%&0%&7%&1% | 12%[57.1 µM] | -4%[57.1 µM] | 0%&-14% | · | -9%[60.1 µM] | · | 9%[56.9 µM] | -2%
CN1CCN(C(=O)c2ccc(Oc3ccc([N+](=O)[O-])cc3)cc2)CC1 | 1% | 11% | -5% | -11% | -6 | -8% | 12% | 24% | -7%
Cc1cc(C)c(NC(=O)CSc2nc3ccccc3c(=O)n2CCCN2CCOCC2)c(C)c1 | 2% | · | -7% | 6% | -11 | -12% | -5% | 35% | ·
Cc1ccc(O)c(NC(=O)CN(C)S(=O)(=O)c2ccc(Cl)cc2)c1 | 1% | 3% | -8% | 0% | -1 | -7% | -4% | 17% | 0%
Cc1ccccc1NC(=O)Cc1nnc(SCC(=O)NC2CCCCC2)n1C | -10% | 71% | -15% | 63%[activator] | -3 | 1% | 1% | 12% | 7%
CC12CCC(=O)N1C(C(=O)Nc1nc3ccccc3s1)CS2 (centres undefined) | 53%[activator] | · | 2% | 0% | -3 | -5% | -2% | 25% | ·
COc1ccccc1N1CCN(C(=O)c2cc(-c3ccc(C)cc3)on2)CC1 | -3% | -8% | -7% | -9% | -5 | -18% | -13% | -5% | 3%
CCCCn1c(-c2sccc2C)n[nH]c1=S | 4% | -17% | -1% | 40µM* | -6 | -3% | -7% | -12% | -19%
O=C(N/N=C/c1ccc(O)c(O)c1O)/C(=C/c1ccc([N+](=O)[O-])cc1)NC(=O)c1ccccc1 | 1% | 7% | -12% | ? | 25 | -39% | -1% | ? | ?
O=c1[nH]c(N2CCOCC2)nc2ncn(Cc3ccccc3)c12 | 21% | 28% | 4% | -23% | -6 | 9% | 11% | 1% | 12%
CCOC(=O)c1[nH]c(C)c(C(=O)OCC(=O)NCc2ccc(Cl)cc2)c1C | -18% | · | -15% | 223%[activator] | -5 | 6% | -15% | 21% | ·
COc1cccc(CNC(=O)C2CCN(S(=O)(=O)c3c(C)nn(C)c3C)CC2)c1 | 0% | 19% | -10% | 2% | 1 | -5% | -5% | ? | 0%
CC(=O)Nc1ccc(S(=O)(=O)Nc2ccccc2C(=O)NCc2cccnc2)cc1 | -6% | 7% | -11% | -7% | -7 | -4% | 12% | -12% | 4%
CC1CCN(C(=O)COc2ncnc3ccccc23)CC1 | -2% | 1% | -25% | i | 0 | -4% | 3% | -5% | -7%
CC(C)(C)NC(=O)COc1ccc(CNCCc2ccccc2)cc1 | 3% | -1% | -11% | 3% | -2 | 8% | -4% | -10% | -15%
CSc1nsc(SCC(=O)Nc2ccc(O)c(C(=O)O)c2)n1 | -2% | 1% | 3% | 40µM* | 0 | -17% | 5% | -37% | -10%
O=C(CC1C(=O)NCCN1Cc1ccccc1C(F)(F)F)NCCc1ccccn1 (centres undefined) | 13% | 7% | -7% | 2% | -2 | -3% | -14% | -3% | -3%
Cc1cc(NC(=O)CSc2nnc(C)c(=O)[nH]2)no1 | 1% | 3% | -3% | 33%[activator][57.4 µM] | -8 | -4% | 1% | 16% | 2%
O=C(C1CCC(=O)N(C2CCCCCC2)C1)N1CCN(c2ccccc2Cl)CC1 (centres undefined) | 5% | ? | -20% | 0% | -2 | -6% | -15% | -10% | -20%
O=C(CC1CCCC1)OCn1nnc2ccccc2c1=O | -2% | 2% | -9% | 0% | -10 | -3% | -1% | 3% | ?
O=C(O)c1cc(N/N=C/c2ccc(-c3ccc(F)cc3)o2)ccc1Cl | 14% | -12% | ? | ? | 0 | -14% | -7% | -37% | -5%
CCO/C=C1\C(=O)N(c2ccccc2)C(=O)c2ccccc21 | -5% | 10% | -9% | · | -1 | -10% | · | 11% | 4%
O=C1C(=O)N(Cc2ccccc2)C(=O)N1CCOc1ccccc1 | 2% | 0% | -8% | -2% | -3 | -3% | -10% | ? | ?
COc1cc(NS(=O)(=O)c2ccc(Nc3nc(-c4ccccc4)cs3)cc2)nc(OC)n1 | -3% | 1% | ? | ? | -8 | -7% | 0% | 0% | -3%
C=CCNC(=O)CCc1nnc(C2(c3ccc(Cl)cc3)CCC2)o1 | 11% | 8% | -2% | 0% | -8 | -3% | -1% | -12% | -6%
O=C(c1ccc(F)cc1)C1CCN(CCCCc2ccccc2)CC1 | -3% | · | · | -59% | · | -10%[19.4 µM] | · | 80%[activator][56.9 µM] | ·
Cn1cc(S(=O)(=O)NCc2ccc(F)cc2)c(=O)n(C)c1=O | 3% | 33% | -8% | 4% | 0 | 5% | -9% | 6% | -12%
Cc1c(OC(C)C(=O)NCCN2CCOCC2)ccc2c3c(c(=O)oc12)CCC3 (centres undefined) | 65%[activator] | 33% | -4% | 0% | 0 | 2% | 1% | -14% | 26%

Single records (already shown):
O=C(CC1CCCC1)OCn1nnc2ccccc2c1=O reads APEX1 inh = -2%; Pol beta inh = 2%; POLH inh = -9%; 12-LOX inh = 0%; LDHA block = -10; Pol kappa inh = -3%; ERG Ets-DNA blk = -1%; RGS4 inh = 3%; Anesthetic bind = ?
Cc1ccc(S(=O)(=O)N(C)C)cc1NC(=O)COC(=O)/C=C/c1ccc2c(c1)OCO2 reads APEX1 inh = 13%; Pol beta inh = 31%[activator]; POLH inh = -4%; 12-LOX inh = -2%; LDHA block = -9; Pol kappa inh = -2%; ERG Ets-DNA blk = 3%; RGS4 inh = -15%; Anesthetic bind = -9%
